High-throughput results as filed in PubChem BioAssay.
Apoferritin bind: qHTS Assay for Identification of Novel General Anesthetics | Ferritin light chain (Equus caballus), P02791 | apoferritin/1-aminoanthracene competitive binding, fluorescence | Potency, µM (highest dose often 77.5 µM), for the others: at the highest dose activity change, negative = displacement, usual class: inhibitors | hit rate 0.074% among 350,000 | AID 485281, 2010; also: potency is read from the fitted curve at half-maximal effect; % is scaled to controls: 0 for no effect and ±100 for the full control effect; nearly all actives have a fitted effect of over 20% in size
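10 uM apoferritin + 50% sat. 1-AMA, PBS; cpd 10 min RT; Ex380/Em535 endpoint; normalized to free probe vs complex; 4-param Hill fit; propofol titration as pos. ctrl.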
POLI inh: qHTS for Inhibitors of Polymerase Iota | Pol iota fluorescent replication assay, 10 min | AID 588590, 2011 | hit rate 1% among 390,000 | Potency, µM (titrated, usually from 115 µM), for inactives: top-dose activity, negative = inhibition, hits mostly inhibitors | DNA polymerase iota (Homo sapiens), Q9UNA4; also: potency is read from the fitted curve at half-maximal effect
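Fluorescent replication assay read twice, at 0 min and 10 min after adding 50 nM (final) substrate. Enzyme (10 nM) and compounds were first incubated 15 min at room temperature; enzyme-free buffer wells were negative controls.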
LDHA block: qHTS assay for inhibitors of human lactate dehydrogenase; L-lactate dehydrogenase A chain (Homo sapiens), P00338; activity change, % (values are at about 110 or 230 µM); hit rate 0.15% among 480,000; purified LDHA, NADH/diaphorase-resazurin fluorescence; active compounds read low; in the data active = activity change below about -30%; inconclusive = mostly about -25% to -30%;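 also: plate controls were DMSO wells for no effect and wells without enzyme for full effect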
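Human LDH5 at 2 nM final in Tris HCl pH 7.4 with 0.06 mM NADH and 0.2 mM pyruvate, reacted 5 minutes at room temperature. Remaining NADH coupled via diaphorase/resazurin; resorufin fluorescence read at 0 and 20 minutes, normalized to enzyme-free and DMSO wells.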
POLK inh: qHTS for Inhibitors of Polymerase Kappa; purified Pol kappa, fluorescent DNA synthesis assay, 10 min; Potency, µM (titrated, usually from 107 µM), inactives show at the top dose activity, negative = inhibition, usual class: inhibitors; hit rate 0.53% among 400,000; also: potency is read from the fitted curve at half-maximal effect; % is scaled to controls: 0 for no effect and ±100 for the full control effect
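Kinetic fluorescence screen: compound preincubated 15 min RT with 10 nM enzyme; 50 nM substrate (final) initiates; reads at 0/10 min.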
Pol beta inh: qHTS Assay for Inhibitors of DNA Polymerase Beta | P06746 | Pol beta primer extension/strand displacement, fluorescence kinetic | Potency, µM (top dose mostly 114 µM), inactives show at the highest dose activity change, negative = inhibition, usual class: inhibitors | hit rate 1.3% among 340,000; also: potency is read from the fitted curve at half-maximal effect; % is scaled to controls: 0 for no effect and ±100 for the full control effect
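Human Pol beta at 10 nM; strand-displacement substrate 50 nM final. Compound exposure 15 min at room temperature before start, reaction 10 min at room temperature.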
Glioma ERSR ind: qHTS for Inducers of the Endoplasmic Reticulum Stress Response (ERSR) in Human Glioma: qHTS | Potency, µM, inactives show at the top dose activation, most hits filed as activators | hit rate 0.02% among 420,000 | U87-MG GRP78 promoter luciferase reporter, 16 h; also: potency is read from the fitted curve at half-maximal effect; series mostly up to about 76 µM; % of control where 0% means no effect; nearly all actives have a fitted effect of over 35% in size
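Stably transfected U87-MG human glioma cells carrying a GRP78-based luminescent sensor were seeded at 1000 cells/well, pin-dosed with compounds and incubated 16 h. Luciferase reagent was then added, and end-point luminescence was read after 10 min at room temperature.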
Pol eta inh: qHTS for Inhibitors of Polymerase Eta. DNA polymerase eta (Homo sapiens), Q9Y253. recombinant Pol eta, fluorescent DNA replication assay. Potency, µM (doses to about 114 µM), for the others: at the top dose activity change, negative = inhibition, hits mostly inhibitors. hit rate 1.2% among 390,000; also: potency is read from the fitted curve at half-maximal effect; % is scaled to controls: 0 for no effect and ±100 for the full control effect
Target sequence (Q9Y253 whole entry, looked up): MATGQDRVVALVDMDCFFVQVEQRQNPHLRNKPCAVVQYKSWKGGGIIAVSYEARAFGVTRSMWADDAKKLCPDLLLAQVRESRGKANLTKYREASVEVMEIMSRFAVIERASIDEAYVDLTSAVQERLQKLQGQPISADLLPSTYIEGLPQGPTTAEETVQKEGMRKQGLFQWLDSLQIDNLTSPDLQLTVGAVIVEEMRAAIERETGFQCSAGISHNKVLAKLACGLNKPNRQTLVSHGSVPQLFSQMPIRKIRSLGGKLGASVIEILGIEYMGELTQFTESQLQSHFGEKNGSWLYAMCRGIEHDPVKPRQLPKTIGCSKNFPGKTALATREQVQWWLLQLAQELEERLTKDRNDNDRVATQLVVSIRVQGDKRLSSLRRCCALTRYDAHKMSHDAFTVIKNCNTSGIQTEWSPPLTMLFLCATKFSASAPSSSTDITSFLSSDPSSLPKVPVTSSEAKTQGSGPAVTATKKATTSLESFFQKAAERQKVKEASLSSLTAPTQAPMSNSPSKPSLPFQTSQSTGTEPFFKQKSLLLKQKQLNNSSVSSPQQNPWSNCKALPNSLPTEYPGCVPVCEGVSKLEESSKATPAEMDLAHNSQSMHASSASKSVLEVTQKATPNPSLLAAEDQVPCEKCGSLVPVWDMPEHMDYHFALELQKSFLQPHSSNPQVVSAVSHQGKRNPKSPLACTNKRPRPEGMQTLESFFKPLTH
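Fluorescent replication assay: 50 nM final substrate added after a 15 min room-temperature compound preincubation with 10 nM enzyme. Signal taken at 0 min and again at 10 min.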
APE1 inh: qHTS Assay for Inhibitors of the Human Apurinic/apyrimidinic Endonuclease 1 (APE1). DNA repair nuclease/redox regulator APEX1 (Homo sapiens), P27695. recombinant APE1, TAMRA/BHQ-2 abasic DNA cleavage fluorescence. Potency, µM (highest dose often 65.8 µM), for inactives: at the top dose activity change, negative = inhibition, most hits filed as inhibitors. hit rate 0.35% among 350,000;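 also: potency is read from the fitted curve at half-maximal effect; plate controls were vehicle for no effect and reference inhibitor for full effect; nearly all actives have a fitted effect of over 55% in size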
Target sequence (P27695 whole entry, looked up): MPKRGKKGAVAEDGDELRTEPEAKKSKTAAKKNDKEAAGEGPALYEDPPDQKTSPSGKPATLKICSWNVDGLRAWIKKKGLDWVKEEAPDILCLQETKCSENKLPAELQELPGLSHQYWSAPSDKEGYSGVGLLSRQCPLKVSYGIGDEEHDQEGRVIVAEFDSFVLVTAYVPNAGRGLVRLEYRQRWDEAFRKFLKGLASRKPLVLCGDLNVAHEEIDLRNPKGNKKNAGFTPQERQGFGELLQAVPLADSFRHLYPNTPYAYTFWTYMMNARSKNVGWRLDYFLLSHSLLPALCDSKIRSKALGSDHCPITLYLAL
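Compound pre-exposure to 0.75 nM APE1, 15 min at ambient temperature. Reaction initiated with 50 nM TAMRA/BHQ-2 THF substrate, read immediately in kinetic mode, 525 nm excitation, 598 nm emission.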
BLM inh: qHTS Assay for Inhibitors of Bloom's syndrome helicase (BLM) | RecQ-like DNA helicase BLM (Homo sapiens), P54132 | recombinant BLM DNA unwinding, fluorescence dequenching | Potency, µM (doses to about 56.1 µM), inactives show at the top dose activity change, negative = inhibition, most hits filed as inhibitors | hit rate 0.2% among 350,000 | AID 2528, 2010;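 also: potency is read from the fitted curve at half-maximal effect; plate controls were vehicle for no effect and no enzyme for full effect; nearly all actives have a fitted effect of over 35% in size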
The depositor's hits bear a star; ? = inconclusive; . = not tested or not shown; & = joins results of further samples; [ ] = remark or other dose. Unless noted, calls follow the shape of the dose curve; as a rule, active = well fitted curve in the direction sought with a large enough effect; inconclusive = small, poorly fitted or top-dose-only effect, or another doubt; inactive = no such curve, though single readings can be large; an effect the other way counts as inactive or inconclusive. Not all compounds are listed (hit frequency here may not be typical).

Sequence of screens – BLM inh, Pol eta inh, APE1 inh, POLI inh, Apoferritin bind, LDHA block, Glioma ERSR ind, Pol beta inh, POLK inh
> Nc1nc(/C=C/c2cccnc2)nc(-c2ccccc2O)n1
→ -2%, -11%, 3%, 3%, -8%, -1, -4%, 11%, -3%
> COc1cccc(CNC(=O)c2cccc(-n3c(C)nc4cccnc43)c2C)c1
→ -2%, -8%, ., 23%, 6%, -1, -3%, 18%, 3%
> Cc1ccccc1NC(=O)CN1C(=O)C(C)(C)c2ccccc21
→ 0%, -21%, ., 18%, -9%, -9, -1%, -11%, -12%[60.1 µM]
> CCCCN(CCCC)C(=O)c1cc2c(=O)n3ccccc3nc2s1
→ -7%, -18%, ., 7%, 169%[activator], -2, -1%, -5%, 3%
> CC(=O)OC1C=C[C@@H](OC(C)=O)C1 (some centres undefined)
→ -4%, ., 0%, ., -5%, ., -1%, ., 13%[60.1 µM]
> Cc1ccc(-n2nnnc2SCC(=O)c2cc(C)n(-c3cc(C)on3)c2C)cc1
→ 1%, -12%, ?, 21%, -21%, -5, -3%, ?, -4%
> CC(C)CNc1nc(Oc2ccc(=O)n(C)n2)nc(N2CCOCC2)n1
→ -3%, -3%, 1%, 14%, -3%, 1, 2%, 7%, 1%
> CC(C)(C)c1ccc(C(=O)N2CCC(c3nc(-c4ccc(S(=O)(=O)N5CCCC5)cc4)no3)CC2)cc1
→ -5%, -21%, ., 5%, 4%, -7, -2%, 4%, -7%
> CCCN1C(=O)/C(=C/c2ccc(C)s2)SC1=Nc1ccc(OC)cc1
→ -5%, -12%, -2%, 2%, -14%, -2, -2%, 9%, 3%
> CCOC(=O)c1c(C(C)(C)C)oc2ccc(O)cc12
→ -21%, ?, 1%, -8%, ?, 1, -2%, 0%, -7%
> CCC(CC)C(=O)Nc1nnc(SCc2cc(=O)c3ccccc3[nH]2)s1
→ 2%, -5%, ., ?, 54%[activator], -7, -2%, -3%, -14%[60.1 µM]
> Cc1c(C(=O)N(CCC#N)c2ccccc2)sc2nc3n(c(=O)c12)CCCC3
→ 1%, -22%, 36%, 22%, 1%, -4&-3, 2%, -16%, 4%
> CC(C)c1nnc2n1N=C(c1ccc(Cl)cc1)CS2
→ 3%, -18%, 3%, 46%[activator], -8%, -4, -5%, 40%, -19%
> COc1ccc(Cl)cc1S(=O)(=O)NC(C)C(=O)NCc1cccnc1 (centres undefined)
→ -1%, -14%, -9%, 71%[activator], 7%, -1, -2%, 47%, 2%
> CC(=O)N(Cc1cccnc1)c1nc2c(C)cc(C)cc2s1
→ -2%, -15%, ., 17%, -4%, -10, 0%, 9%, -13%[60.1 µM]
> Cc1ccc(S(=O)(=O)NCC(=O)OC(C)C(=O)Nc2ncc(Cl)cc2Cl)cc1 (centres undefined)
→ -3%, -13%, 10%, 33%[activator], -9%, -3, -4%, 5%, -7%
> Cc1cc(C)nc(NC(=O)c2ccc(Cl)c(Cl)c2)n1
→ 7%, 1%, -4%, 5%, -1%, -5, -4%, -4%, -17%
> CC(=O)NC(=S)Nc1ccc([N+](=O)[O-])cc1C
→ -3%, -10%, 14%, 7%, -6%, -2, -1%, 37%, 5%
> CC(C)CNC(=O)CCCSc1nc2ccccc2[nH]1
→ -7%, -13%, -4%, 47%[activator], -3%, -5, 0%, 0%, -9%
> COc1ccc(NC(=O)Cn2c(=O)n(CC(=O)NCc3ccco3)c(=O)c3ccccc32)cc1OC
→ -15%, -12%, -4%, -1%, -9%, 2, -5%, ?, -13%

Next part; the last 2 above are carried over.
Sequence of screens – BLM inh, Pol eta inh, APE1 inh, POLI inh, Apoferritin bind, LDHA block, Glioma ERSR ind, Pol beta inh, POLK inh
> CC(C)CNC(=O)CCCSc1nc2ccccc2[nH]1
→ -7%, -13%, -4%, 47%[activator], -3%, -5, 0%, 0%, -9%
> COc1ccc(NC(=O)Cn2c(=O)n(CC(=O)NCc3ccco3)c(=O)c3ccccc32)cc1OC
→ -15%, -12%, -4%, -1%, -9%, 2, -5%, ?, -13%
> COc1cccc(CNc2ccc3c(c2)nc(C)n3C)c1OC
→ -1%, -7%, 22%, 43%[activator], 11%, 10, 1%, 43%, 4%
> CCCNC(=O)Cc1c(C)oc2ccccc12
→ 1%, -28%, 0%, 49%[activator], 1%, -1, -5%, 2%, -4%
> CCCc1cc2c(cc1NC(=O)Cc1ccccc1)OCO2
→ ., 3%, ., 22%, ., -1, 1%, ., -14%
> Clc1ccc(-c2nn3c(-c4ccncc4)nnc3s2)c(Cl)c1
→ 2%, ., 2%, ., -14%, ., ., 0%, .
> O=C(COC(=O)c1c[nH]c(=O)[nH]c1=O)Nc1ccccc1
→ 2%, -12%, 2%, ?, -1%, -6, -3%, 41%, -13%
> Cc1ccc(C(=O)NCc2ccc3c(c2)OCO3)cc1Cl
→ -14%, -4%, -2%, 37%[activator], ?, -7, 1%, 12%, -11%
> Cc1nnsc1C(=O)NC1CCCc2c1cnn2-c1ccc(C(C)(C)C)cc1 (centres undefined)
→ -13%, -11%, -29%, 31%[activator], ?, 3, -2%, 0%, -4%
> O=C(Nc1ccc(-c2nc3ncccc3o2)cc1)c1ccc([N+](=O)[O-])o1
→ -13%, 11µM*, 11%, ?, -3%, -1, -14%, 50µM*, -9%
> Cc1ccc(C(=O)OCC(=O)Nc2c(C)n(C)n(-c3ccccc3)c2=O)cc1[N+](=O)[O-]
→ -3%, -18%, 0%, 5%, -13%, -5, -3%, 41%, -4%
> CC(=O)Nc1ccc(N/C=C/C(=O)c2ccccc2)cc1
→ -2%, -21%, 6%, 95%[activator], 2%, -2, 0%, -30%, -7%
> Cc1cc(C)cc(NS(=O)(=O)c2c(C(=O)N3CCCCCC3)c(C)n(C)c2C)c1
→ -2%, -20%, 85%[activator], 56%[activator], 3%, -4, -2%, 13%, 1%
> Cc1cccc(N(C)S(=O)(=O)c2cc3[nH]c(=O)c(=O)[nH]c3cc2C)c1
→ -3%, -11%, ., 13%, ?, -1, -2%, 15%, 2%
> Cn1c(=O)cc(OCCCC(=O)N2CCN(Cc3ccc4c(c3)OCO4)CC2)c2ccccc21
→ -10%, -6%, 0%, -2%, -7%, 0, 1%, 23%, -5%
> COc1ccc2c(CNC3CCCCCC3)c(C(=O)O)n(Cc3ccc(C)cc3)c2c1
→ 2%, -13%, ., 10%, -16%, 4, -2%, -4%, -23%
> CC(C)CC(=O)Nc1ccc(C(=O)CN2CCC(C)CC2)cc1
→ -3%, -18%, -16%, 148%[activator], -13%, -1, -5%, -1%, -4%
> COc1ccc(S(=O)(=O)NCCc2csc(-c3cccc(F)c3)n2)cc1OC
→ -3%, -19%, ., -10%, 1%, -7, -4%, 18%, -11%[60.1 µM]
> COc1ccc(/C=C\c2onc(C)c2S(=O)(=O)N2CCC(C(=O)Nc3cccc(Cl)c3)CC2)cc1
→ -3%, -5%, ., 14%, 4%, 0, -3%, 25%, -6%
> Fc1cccc(Cl)c1CSc1nnc2ccccn12
→ 3%, -14%, -6%, 149%[activator], -6%, 2, 2%, -4%, 0%
> CCOC(=O)N1CCN(S(=O)(=O)c2ccc(OCC)c(C)c2)CC1
→ -8%, -15%, 3%, -6%, -8%, 1&-9, -5%, 15%, -20%
> CCOC(=O)C1(CCCc2ccccc2)CCN(C2CCN(C(C)=O)CC2)CC1
→ 0%, -21%, -1%, 50%, -13%, -13, -1%, 18%, 4%

Continuation:
Sequence of screens – BLM inh, Pol eta inh, APE1 inh, POLI inh, Apoferritin bind, LDHA block, Glioma ERSR ind, Pol beta inh, POLK inh
> O=C(COCc1ccccc1)N[C@@H]1c2ccccc2CC[C@@H]1OCc1ccccc1
→ ., -12%, 5%, -25%, ., 0, -2%, ., 3%
> COc1ccc(N(CC(=O)NC2CCCCC2C)S(=O)(=O)c2c(C)nn(C)c2C)cc1 (centres undefined)
→ 0%, -4%, 15%, -3%, 8%, -5, -4%, 1%, -12%
> CN1N=C(C(C)(C)C)CSC1=Nc1ccc(F)cc1
→ -3%, -23%, -5%, 130%[activator], 5%, -1, ?, -25%, -2%
> COc1cc(Cn2c(=O)oc3ccc(C)cc32)ccc1OCCC(C)C
→ -8%, -17%, ., 11%, 58%[activator], 0, 0%, 4%, -3%
> CCCS(=O)(=O)c1nc(S(=O)(=O)c2ccc(Cl)cc2)c(N2CCC(O)CC2)s1
→ -2%, -8%, 1%, 37%[activator], -9%, -2, -4%, -27%, 14%
> Cc1ccnc(NS(=O)(=O)c2ccc(NC(=O)Cc3ccccc3)cc2)n1
→ -2%, -14%, 0%, 25%, -5%, -6, -3%, -1%, -7%
> O=C(Nc1ccc(Cl)cc1)OCc1cn(-c2ccc(Cl)cc2)nn1
→ -7%, 6%, ?, -28%, 32%[activator], -2, 5%, ?, -6%
> COc1cc(C(=S)N2CCCC2)ccc1O
→ 2%, -16%, 8%, 44%[activator], -16%, -3, -3%, 11%, ?
> COC(=O)c1ccccc1NC(=O)CCCn1nc(C)c2sc3ccccc3c2c1=O
→ 0%, -12%, ., 34%[activator], -1%, -5, -1%, -13%, 10%
> COc1ccc([N+](=O)[O-])cc1NC(=O)C(C)OC(=O)Cc1ccc(OC)c(OC)c1 (centres undefined)
→ ., ?, 20%, 26%, ., 2, -4%, ., -9%
> C=C1C(=O)OC2C=C(CO)C3OC3C3OC3(C)CC(OC(=O)/C(=C/C)COC(C)=O)C12 (centres undefined)
→ ., 0%, ., 8%, ., -8, -14%, ., -10%
> COC(=O)CN1C(=O)CSc2ncccc21
→ 0%, -13%, 3%, 27%, 22%, 1, -1%, 1%, -8%
